From PubChem BioAssay
APOBEC3A inh = human APOBEC3A DNA deaminase inhibition | P31941 | recombinant A3A, FAM/TAMRA ssDNA deamination fluorescence | AID 493011 | 330,000 tested, 0.41% active | inhibition, % at 20 µM;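 active means at least 40% inhibition at 20 µM here, with at most 30% in a related deaminase screen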;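 further: plate controls were A3A with DMSO for no effect and wells lacking A3A enzyme for full effect; some results filed as inactive read as strong as hits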
Target sequence (P31941 whole entry, looked up): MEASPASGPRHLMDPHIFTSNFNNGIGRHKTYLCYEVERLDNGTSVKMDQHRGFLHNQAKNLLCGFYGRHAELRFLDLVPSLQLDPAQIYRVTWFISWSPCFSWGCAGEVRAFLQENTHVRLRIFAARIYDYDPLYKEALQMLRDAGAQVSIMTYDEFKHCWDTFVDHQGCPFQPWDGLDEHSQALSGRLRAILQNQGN
HKDC1 inh = blocks human hexokinase HKDC1 activity. recombinant HKDC1, G6PDH/diaphorase resazurin coupled fluorescence. 340,000 tested, 0.16% active. inhibition, % at 20 µM. AID 493160;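 active means inhibition above about 35% when tested at 20 µM, limit read from the data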;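 further: plate controls were DMSO wells with enzyme for no effect and DMSO wells lacking enzyme for full effect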
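Assay system: recombinant HKDC1 hexokinase; detection: coupled resazurin fluorescence, excitation 525 nm, emission 613 nm; benchmarks: DMSO-plus-enzyme-mix negative control, buffer-substituted positive control; compound dosing: single 20 µM dose; schedule: 90 min at room temperature in dark; also added: glucose plus 1 mM ATP as hexokinase substrates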
hIAP inh = human IAP inhibition. P09923. purified IAP, CDP-Star luminescence, 30 min. inhibition, % at 10 µM. 330,000 tested, 0.12% active. AID 2544;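 active means inhibition reaching a set limit with compound at 10 µM in the primary screen, cut at about 35% in these data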;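 further: plate controls were DMSO wells with enzyme for no effect and no-enzyme buffer wells for full effect; values of inactives mirror those of a sister screen read the other way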
hIAP act = human IAP activation | activation factor at 10 µM | 330,000 tested, 0.16% active | purified human IAP, CDP-Star luminescence, 30 min; active compounds read high; 1 = vehicle-only enzyme, 0 = enzyme-free background | AID 2524;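 active means activation factor of the enzyme at least 2-fold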; further: the source names both 10 and 20 µM as test concentration; values of inactives mirror those of a sister screen read the other way
ATG4B inh = blocks human ATG4B protease cleavage of LC3 substrate | Q9Y4P1 | ATG4B cleavage of LC3-PLA2, NBD-HPC fluorescence, 1 h | inhibition, % at 8.33 µM | 340,000 tested, 0.51% active | AID 504462; in the data active means inhibition above about 40%
Target sequence (Q9Y4P1 whole entry, looked up): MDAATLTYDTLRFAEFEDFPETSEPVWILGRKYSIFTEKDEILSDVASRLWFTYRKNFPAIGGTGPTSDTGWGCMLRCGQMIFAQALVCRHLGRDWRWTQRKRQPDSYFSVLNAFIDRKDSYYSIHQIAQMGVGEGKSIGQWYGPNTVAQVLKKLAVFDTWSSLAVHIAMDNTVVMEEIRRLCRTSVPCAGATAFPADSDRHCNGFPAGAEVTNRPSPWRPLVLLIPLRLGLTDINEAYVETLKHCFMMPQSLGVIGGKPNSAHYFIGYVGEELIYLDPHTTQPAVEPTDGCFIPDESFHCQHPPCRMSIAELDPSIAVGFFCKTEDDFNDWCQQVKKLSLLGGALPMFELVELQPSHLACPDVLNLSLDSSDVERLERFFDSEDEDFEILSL
PfG6PD inh = PfG6PD (Plasmodium falciparum) enzyme inhibition. PfGluPho enzyme, NADPH resazurin-diaphorase fluorescence. inhibition, % at 20 µM. 350,000 tested, 0.78% active. AID 504690;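 active means inhibition reaching at least a set limit at 20 µM in the primary screen, cut at about 59% in these data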;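 further: 0% = DMSO wells with substrate and 100% = DMSO wells lacking glucose-6-phosphate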
mIAP activ = mouse IAP activation; AID 2805; muIAP, CDP-Star luminescence, 30 min; active compounds read high; 1 = vehicle-only enzyme signal, 0 = enzyme-free wells; activation factor at 10 µM; 330,000 tested, 0.24% active;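 active means activation factor of at least 2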; further: the source names both 10 and 20 µM as test concentration; values of inactives mirror those of a sister screen read the other way
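also added = chemiluminescent substrate CDP-Star | test system = mouse IAP enzyme | signal = chemiluminescence readout | compound = DMSO-dissolved test compounds | incubation = 30 min at room temperature | benchmarks = DMSO wells, no-enzyme wells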
mIAP inh = blocks mouse intestinal alkaline phosphatase. 330,000 tested, 0.2% active. purified mouse IAP, CDP-Star luminescence, 30 min. inhibition, % at 10 µM;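 active means inhibition of at least 40% at 10 µM in the primary screen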;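 further: plate controls were DMSO with enzyme for no effect and no enzyme wells for full effect; values of inactives mirror those of a sister screen read the other way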
The depositor's hits bear a star; x = no result given.

no.	APOBEC3A inh	HKDC1 inh	hIAP inh	hIAP act	ATG4B inh	PfG6PD inh	mIAP activ	mIAP inh	SMILES
1	0	-4	-4	1	-4	16	0.97	3	COc1cccc(OC)c1OC(=O)/C=C/c1ccc(C)o1
2	3	-14	-25	1.3	-4	5	1.1	-12	CCn1c(P(C)(=O)O)nc2cc(NC(=O)c3ccccc3Cl)ccc21
3	-1	10	23	0.77	-7	8	0.97	3	CCn1c(CCNC(=O)c2cccs2)nnc1SCC(=O)Nc1cccc(Cl)c1
4	-2	-1	-7	1.1	1	3	0.95	5	COc1ccc(N=Cc2c(C)[nH][nH]c2=O)cc1
5	-5	-1	2	0.98	-12	16	0.9	10	Cn1c(CNS(=O)(=O)c2ccc(Br)cc2)n[nH]c1=S
6	2	-3	17	0.83	1	6	1.1	-8	O=C(CCCN1C(=O)c2cccnc2Oc2ccc(Cl)cc21)N1CCCCC1
7	-5	1	-9	1.1	3	7	0.97	3	CN1C(=O)[C@H](Cc2ccc([N+](=O)[O-])cc2)NC1=S
8	2	6	6	0.94	-3	24	0.98	2	O=c1oc(-c2cccs2)nc2ccccc12
9	9	1	-26	1.3	6	-11	0.85	15	Cc1ccc(NC(=O)CSc2nc(-c3ccco3)nc3cc(=O)[nH]n23)c(Cl)c1
10	2	-3	11	0.89	-9	5	1	0	Cn1cc(C(=O)N/N=C/c2cccc([N+](=O)[O-])c2)c2ccccc21

The final six records of the part above come first, to join the parts.
no.	APOBEC3A inh	HKDC1 inh	hIAP inh	hIAP act	ATG4B inh	PfG6PD inh	mIAP activ	mIAP inh	SMILES
5	-5	-1	2	0.98	-12	16	0.9	10	Cn1c(CNS(=O)(=O)c2ccc(Br)cc2)n[nH]c1=S
6	2	-3	17	0.83	1	6	1.1	-8	O=C(CCCN1C(=O)c2cccnc2Oc2ccc(Cl)cc21)N1CCCCC1
7	-5	1	-9	1.1	3	7	0.97	3	CN1C(=O)[C@H](Cc2ccc([N+](=O)[O-])cc2)NC1=S
8	2	6	6	0.94	-3	24	0.98	2	O=c1oc(-c2cccs2)nc2ccccc12
9	9	1	-26	1.3	6	-11	0.85	15	Cc1ccc(NC(=O)CSc2nc(-c3ccco3)nc3cc(=O)[nH]n23)c(Cl)c1
10	2	-3	11	0.89	-9	5	1	0	Cn1cc(C(=O)N/N=C/c2cccc([N+](=O)[O-])c2)c2ccccc21
11	-2	-10	4	0.96	-8	-1	1	-5	O=C(NCc1cccs1)C1CCCN1C(=O)Nc1cccc(Cl)c1 (stereo not given)
12	4	-6	0	0.99	-3	-6	1	-3	CC1(C)NC(=O)N(CCOc2cccc(Oc3ccccc3)c2)C1=O
13	4	-1	-5	1	5	-5	0.89	11	Cc1cnc(C(=O)OCC(=O)Nc2sc3c(c2C#N)CCC3)cn1
14	1	0	-5	1.1	-10	-2	0.97	3	Cc1ccc(NC(=O)CN(C)C(=O)COC(=O)[C@@H](NC(=O)c2ccccc2F)C(C)C)cc1
15	-1	-4	-20	1.2	-6	7	0.99	1	CCN1CCN(C(CNS(=O)(=O)c2ccc(F)cc2)c2cccnc2)CC1 (stereo not given)
16	-2	-3	12	0.88	6	1	0.89	11	COCCNc1nc(N)c([N+](=O)[O-])c(NC2CCCCC2)n1
17	-5	-4	0	1	6	13	0.94	6	Cc1ccc(C)c(NC(=O)C2CC(=O)N(C(C)C)C2)c1 (stereo not given)
18	-3	5	-20	1.2	-8	-2	1.2	-19	O=C(Nc1ccc2c(c1)OCCO2)C1CCN(S(=O)(=O)c2ccccc2)CC1
19	-3	9	-2	1	18	13	0.85	15	COc1ccc2sc(N(CCCN(C)C)C(=O)c3ccc(S(=O)(=O)N(C)Cc4ccccc4)cc3)nc2c1
20	-1	0	4	0.96	0	5	1	-1	COc1ccc(C2c3c(oc4ccccc4c3=O)C(=O)N2Cc2ccncc2)cc1OC (stereo not given)
21	8	-1	8	0.92	5	-16	0.89	11	CCC1(CC)NC(=O)N(Cc2nc3ccccc3s2)C1=O
22	0	-4	3	0.97	4	-9	1.1	-8	CCOCCCNC(=O)c1ccc2c(c1)ncn2-c1ccc(CC)cc1
23	0	-1	13	0.87	0	-4	0.83	17	O=C(COc1ccccc1)NC(=S)Nc1ccc2c(c1)Cc1ccccc1-2
24	6	9	4	0.96	17	3	1.1	-12	CNc1oc(/C=C/c2ccccc2)nc1C#N
25	6	-7	6	0.94	-1	-5	1.1	-6	CCNC(=O)Nn1c(-c2ccccc2)nc2ccccc2c1=O
26	-1	-11	20	0.8	-10	1	0.9	10	COc1ccc(C(C)=O)cc1COC(=O)c1cnc(C)cn1
27	0	-6	5	0.95	-6	1	1	-2	O=C(Nc1cccc2c1N(C(=O)c1ccco1)CCC2)c1ccco1
28	1	-1	-8	1.1	-6	61*	1.1	-10	Cc1nc2cc(NS(=O)(=O)c3cccc4cccnc34)ccc2s1
29	-4	-1	-7	1.1	-5	-9	0.97	3	Cc1cc(-c2nnc(SCC(=O)Nc3ccccc3C(F)(F)F)n2N)n[nH]1
30	-3	4	20	0.8	1	-5	0.87	13	CC(C)(C)OC(=O)N1CC=C2C(C#N)=C(N)C(C#N)(C#N)[C@H](c3cccnc3)[C@H]2C1
31	-3	-7	-13	1.1	-18	5	1.1	-9	CCn1cc(C(=O)N2CCN(c3ccc(C(C)=O)cc3)CC2)c2cc(OC)c(OC)cc2c1=O
32	0	6	-1	1	1	-7	1	-2	Cn1c(CSCc2ccc(F)cc2)nnc1SCC(=O)N1CCN(c2ccccc2)CC1
33	2	1	-22	1.2	-2	-1	1.1	-12	O=Cc1cc2cc3c(cc2nc1Cl)OCCO3
34	3	-6	-23	1.2	-11	-8	0.96	4	CCN1c2ccccc2-c2nc3ccccc3n2C1c1ccncc1 (stereo not given)
35	-4	-1	-7	1.1	5	9	1.2	-16	CC(C)c1ccc(NC(=O)CCc2ccccc2)cc1
36	-1	2	17	0.83	-2	15	1.1	-8	CCOc1ccc(N(C(=O)CNC(=O)c2ccco2)C(C(=O)NC2CCCC2)c2cccnc2)cc1 (stereo not given)
37	-3	3	-16	1.2	1	2	0.97	3	Cc1ccccc1C(=O)NNC(=O)Cc1ccccc1
38	-2	0	10	0.9	-4	4	0.88	12	O=c1[nH]c2sc3c(c2c(=O)n1Cc1ccccc1)CCC3
39	-2	-10	-13	1.1	-4	33	0.94	6	C/C(=C\c1ccco1)C1C(C#N)=C(N)Oc2n[nH]c(-c3ccc(C)cc3)c21 (stereo not given)
40	0	-2	13	0.87	-4	10	1.1	-11	CN1C(=S)SC2CS(=O)(=O)CC21 (stereo not given)
41	-2	-5	9	0.91	-1	2	0.88	12	O=C1N/C(=C/c2cccn2-c2ccccc2)C(=O)N1Cc1ccccc1F
42	-1	-4	-10	1.1	-8	4	1	-1	O=C(Cn1ccc(NC(=O)OCc2ccccc2)nc1=O)NCCCn1ccnc1
43	5	-6	15	0.85	0	-3	0.96	4	C=CCOC(=O)C1CC=CCC1C(=O)Oc1ccc(F)cc1F (stereo not given)
44	0	2	-19	1.2	22	18	1	-4	COc1ccc(NS(=O)(=O)c2ccc(Cl)c(NC(=O)c3ccccc3F)c2)cc1
45	-1	-2	-2	1	2	4	0.94	6	N#Cc1ccc(NC(=O)COC(=O)c2cccnc2Cl)cc1
46	-3	-6	18	0.82	-1	0	1.1	-6	O=C(/C=C/c1cccc([N+](=O)[O-])c1)NCCc1ccc(F)cc1
47	-2	-9	18	0.82	-10	-3	1.1	-7	Cc1cc2c(cc1C)C(c1cc(Br)ccc1F)CC(=O)N2 (stereo not given)
48	-3	2	-2	1	12	-1	1.1	-5	COC(=O)C(Cc1ccccc1)NC(=O)c1cc(=O)[nH]c2ccccc12 (stereo not given)
49	-2	-8	-6	1.1	-5	100*	0.87	13	Clc1nssc1=Nc1nncs1
50	2	0	6	0.94	-1	-8	0.96	4	COc1ccc(/C=N/OCc2nc3c4c(ncn3n2)Oc2ccc3ccccc3c2C4c2ccccc2)cc1 (stereo not given)
51	0	10	23	0.77	-6	29	0.92	8	Cc1nnc(-c2cccc(Br)c2)c2cn(-c3ccc(Br)cc3)nc12
52	-6	-5	-69	1.7	-7	33	1.1	-5	FC(F)(F)c1ccc(Cl)c(-n2c(-c3cc(C4CC4)[nH]n3)n[nH]c2=S)c1
53	1	-3	8	0.92	-5	5	1.1	-5	Cc1ccccc1NC(=O)COC(=O)c1c(-c2ccccc2)noc1C
54	0	-4	10	0.9	-14	1	0.97	3	Cc1nn(C(C)C(=O)O)c2ccccc12 (stereo not given)
55	-5	-6	0	1	2	20	1	-4	O=C(CC12CC3CC(CC(C3)C1)C2)NC(=S)NCc1ccccc1
56	0	x	5	0.95	x	x	1.1	-8	Cc1c(NC(=O)c2c(N)n(-c3ccccc3)c3nc4ccccc4nc23)c(=O)n(-c2ccccc2)n1C
57	1	-1	8	0.92	-6	13	0.89	11	Cn1c(SCc2ccc([N+](=O)[O-])cc2)nc2c(c1=O)SCC2
58	-2	-4	15	0.85	-7	-6	0.94	6	CC1=C(C(=O)Nc2ccccc2)C2(CCCCC2)C(C#N)=C(SCC(N)=O)N1
59	-2	-3	15	0.85	-5	-3	1	-4	COCCNC(=O)CSCc1cc(C)cc(C)c1
60	2	-2	2	0.98	5	-6	0.95	5	CC1CCCCC1NC(=O)CN1CCC(O)(c2ccc3c(c2)OCO3)CC1 (stereo not given)

Continued.
no.	APOBEC3A inh	HKDC1 inh	hIAP inh	hIAP act	ATG4B inh	PfG6PD inh	mIAP activ	mIAP inh	SMILES
61	2	14	-2	1	-1	3	0.96	4	COc1ccc(-c2csc3ncnc(N4CCN(c5ccccc5Cl)CC4)c23)cc1
62	1	6	16	0.84	-27	-6	1	-3	c1ccc(-n2nnnc2-c2cnc(-c3cccnc3)nc2-c2cccs2)cc1
63	10	3	8	0.92	-1	35	1	0	COc1ccc(CCNC(=O)c2cc3c(=O)n4cccc(C)c4nc3n(Cc3ccco3)c2=N)cc1OC
64	-2	-4	12	0.88	-10	1	0.96	4	CC(CCc1ccccc1)NC(=O)CNc1cccc([N+](=O)[O-])c1 (stereo not given)
65	0	6	6	0.94	-10	12	0.93	7	CN(c1cccc(NC(=O)c2ccccc2N(C)S(C)(=O)=O)c1)S(C)(=O)=O
